Bioassay records: PubChem, The Scripps Research Institute Molecular Screening Center
TAAR1 antagonist: human TAAR1 antagonism; inhibition, % at 3 µM; 1.5% of 360,000 active; CHO RD-HGA16 TAAR1, Fluo-8 calcium fluorescence, antagonist; Q96RJ0;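 active = inhibition above a per-plate cutoff, the mean inhibition of test compounds on that plate plus 3 SD, cut at about 49% in these data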;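 note: 0% = DMSO plus EC80 beta-PEA response and 100% = DMSO alone without agonist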
Target sequence (Q96RJ0 whole entry, looked up): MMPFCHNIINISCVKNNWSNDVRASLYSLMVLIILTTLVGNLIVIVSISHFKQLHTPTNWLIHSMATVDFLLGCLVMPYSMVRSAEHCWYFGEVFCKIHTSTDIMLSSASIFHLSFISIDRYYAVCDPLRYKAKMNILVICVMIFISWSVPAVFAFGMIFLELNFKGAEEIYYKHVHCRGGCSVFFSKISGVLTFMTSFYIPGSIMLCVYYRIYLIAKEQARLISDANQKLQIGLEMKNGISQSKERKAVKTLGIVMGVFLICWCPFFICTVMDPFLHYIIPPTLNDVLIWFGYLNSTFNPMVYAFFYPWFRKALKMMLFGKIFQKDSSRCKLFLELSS
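System: CHO RD-HGA16 cells bearing hTAAR1. Reagent: EC80 β-phenethylamine stimulus. Schedule: seeding 17-24 h prior, 75-min 37 °C, 30-min RT dye loading. Signal: Fluo-8 intracellular calcium dye fluorescence, real-time kinetic reads. Read-out: % inhibition from peak post-agonist over basal fluorescence ratio. Benchmarks: vehicle wells and EC80 agonist wells. Replicates: n of 1.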
V1aR counter: V1a receptor agonism, counter-screen for OXTR agonists | P37288 | CHO-V1R cells, Fluo-8 calcium fluorescence, agonist mode; 0% DMSO, 100% 3 nM vasopressin | activation, % at 3 µM | 0.25% of 320,000 active | AID 2797;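 active = activation above the mean activation of all tested compounds plus 3 SD, per screening run, cut at about 20% in these data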;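 note: signal is peak over basal fluorescence ratio across a 100 second FLIPR read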
CHO-K1 Ca PAM: counter-screen for M1 PAMs: effect in parental CHO-K1 cells. ATP EC20, Fluo-8 calcium fluorescence; 0% at ATP EC20, 100% at ATP max. AID 602247. 0.02% of 360,000 active. activation, % at 3 µM;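 active = activation above the run cutoff, the mean activation of all test compounds plus 3 SD, cut at about 40% in these data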;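 note: peak over basal fluorescence ratio in a 140 s read after ATP addition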
CHRM1 agonist: human M1 muscarinic receptor agonism | AID 588814 | activation, % at 3 µM | CHO-K1 hM1, Fluo-8 calcium fluorescence, agonist mode; 0% DMSO, 100% acetylcholine EC100 | 0.33% of 360,000 active | P11229;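 active = activation above the run's mean compound activation plus 3 SD, cut at about 16% in these data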;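 note: peak over basal fluorescence ratio within a 140 s kinetic read after compound addition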
TAAR1 ag: human TAAR1 agonism. Q96RJ0. CHO RD-HGA16 TAAR1, Fluo-8 calcium fluorescence; vehicle wells 0%, saturating PEA agonist 100%. activation, % at 3 µM. 0.99% of 360,000 active. AID 624467;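 active = activation above the mean activation of all test compounds in the run plus 3 SD, cut at about 38% in these data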
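test system = CHO RD-HGA16 cells carrying human TAAR1 plus Gα16 | schedule = 17-24 h seeding, 75 min 37 °C dye, 30 min RT | compound dosing = 3 µM single concentration | control set = DMSO and PEA EC100 | replicates = n 1 | signal = Fluo-8 fluorescence, 5 s baseline then 140 s kinetic read | measure = percent activation vs PEA EC100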
M1 ag parental: nonselective activator or artifact in parental CHO-K1 cells; AID 602248; Fluo-8 calcium fluorescence; scaled to maximal ATP response, vehicle zero; activation, % at 3 µM; 0.48% of 360,000 active; in the data active = activation above about 15%;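 note: untransfected CHO-K1 host cells lacking M1 receptor as counterscreen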
CHO parental Ca: signal in parental CHO cells, OX1R antagonist counter-screen. AID 463079. inhibition, % at 5.6 µM. parental CHO-K1, ATP-induced calcium, Fluo-8 fluorescence. 0.63% of 330,000 active;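 active = inhibition above that plate's mean sample inhibition plus 3 SD, cut at about 26% in these data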;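 note: 0% = ATP-challenged DMSO wells and 100% = DMSO wells without ATP; some compounds past the cut are filed as inactive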
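Assay system: untransfected parental CHO cell line. Also added: ATP agonist challenge. Dosing: one dose, 5.6 µM nominal. Measured by: Fluo-8 fluorescence. Read-out: % inhibition. Benchmarks: ATP wells versus no-ATP DMSO wells. Repeats: no replicates.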
CHO-K1 Ca antag: M1 antagonist counterscreen hit in parental CHO-K1 cells. ATP-induced calcium, Fluo-8 fluorescence. inhibition, % at 3 µM. 0.6% of 360,000 active. AID 602250;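 active = inhibition above a per-plate cutoff, the plate's mean sample inhibition plus 3 SD, cut at about 24% in these data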;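 note: 0% = DMSO plus EC80 ATP and 100% = DMSO alone without ATP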
OXTR potentiate: potentiates the human oxytocin receptor response | P30559 | CHO-OTR cells, Fluo-8 calcium fluorescence, potentiator mode; 0% = oxytocin EC15, 100% = EC100 | activation, % at 3 µM | 0.061% of 320,000 active;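 active = activation above that plate's cutoff, the mean activation of tested compounds plus 3 SD, cut at about 6.6% in these data, passing the limit was not always enough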;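 note: 100% uses oxytocin at 75 nM as the full agonist control; some results filed as inactive read as strong as hits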
Target sequence (P30559 whole entry, looked up): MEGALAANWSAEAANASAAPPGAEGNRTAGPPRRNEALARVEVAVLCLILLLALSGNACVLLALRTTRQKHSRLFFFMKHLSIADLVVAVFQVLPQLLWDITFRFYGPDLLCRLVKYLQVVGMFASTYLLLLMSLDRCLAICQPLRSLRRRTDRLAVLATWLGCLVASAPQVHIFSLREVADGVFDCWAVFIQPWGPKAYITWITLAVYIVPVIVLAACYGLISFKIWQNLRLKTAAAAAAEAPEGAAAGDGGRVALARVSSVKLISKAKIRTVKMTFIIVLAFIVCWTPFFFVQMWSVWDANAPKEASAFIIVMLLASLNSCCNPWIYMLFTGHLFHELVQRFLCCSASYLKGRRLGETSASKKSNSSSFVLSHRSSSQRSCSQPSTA
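Assay system: CHO cell line stably expressing human OTR | Also added: Oxytocin at about EC15, sub-maximal agonist stimulus | Times: Compound 6 min at room temperature before oxytocin, 100 s read | Measured by: Fluo-8 intracellular calcium fluorescence, ex 470-495, em 515-575 nm | Controls: EC15 oxytocin alone as 0%, 75 nM oxytocin as 100%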
* marks the source's active call; other numbers are inactive results; . = no result given. Compounds as they come, and some 3.3% of all compounds hit somewhere here.

SMILES	TAAR1 antagonist	V1aR counter	CHO-K1 Ca PAM	CHRM1 agonist	TAAR1 ag	M1 ag parental	CHO parental Ca	CHO-K1 Ca antag	OXTR potentiate
O=C(NC1CCN(Cc2ccccc2)CC1)c1ccccc1	-5	0.4	6	-11	-1	0.7	-1	1	-5
O=C(O)c1ccc(S(=O)(=O)NC2CC2)cc1	-17	-0.1	15	-4	1	0.5	-5	-14	1
Cc1nc(Sc2ccccc2)c(C#N)cc1-c1ccccc1	.	1.2	-3	-8	.	0.0	0	-10	-5
CCOC(=O)c1ccc(NC(=S)N2CCCC2)cc1	6	0.8	1	-4	4	-0.2	1	-4	-4
Cc1ccc(-c2cc(-c3ccco3)c(C#N)c(=O)[nH]2)cc1	-20	-0.4	-1	-2	1	1.1	-10	-4	-14
Cn1c(C(=O)OCC(=O)NCC2CCCO2)cc2sccc21 (configuration not stated)	10	1.1	-2	0	10	2.1	-2	-19	2
COc1cc(NC(=O)c2ccccc2)c(OC)cc1NC(=O)Cc1ccc(Br)cc1	-19	0.4	11	-1	-2	0.6	-16	-6	-17
Cc1cccc(CCN(Cc2cc3cccc(C)c3[nH]c2=O)C(=O)N2CCOCC2)c1	13	-0.8	12	-4	18	1.4	-21	-6	-5
CCOC(=O)CC1(NC(=O)C2CCC(=O)N(CCc3ccc(OC)cc3)C2)CCCCC1 (configuration not stated)	-30	0.2	23	-3	1	0.5	-21	-18	-2
NC(=O)c1ccccc1NC(=O)CCn1c(=S)oc2ccccc21	-6	0.0	-11	-4	1	0.5	-7	-10	-7
Cc1cnc(NC(=O)c2cc3c(C)nn(Cc4ccccc4Cl)c3s2)s1	14	-0.7	8	-4	2	0.3	-17	0	0
CC(C)OC(=O)Cn1cc(C#N)c2ccccc21	-25	1.8	-9	-4	-1	0.3	5	-4	-4
COc1cc(C(CCN2CCN(c3ccccc3)CC2)c2c(OC)cc(OC)c3c(C)cc(=O)oc23)cc(OC)c1OC (configuration not stated)	11	-1.1	0	-7	0	-0.7	-10	-5	-1
O=C(C1CCN(S(=O)(=O)c2ccc(Cl)cc2)CC1)N1CCCC1	-20	1.2	-1	-5	3	0.8	-18	-8	-5
COc1ccc(OC)c(-c2csc(NC(=O)Cc3ccccc3OC)n2)c1	-7	-0.7	20	-10	-1	0.4	-14	-18	-7
C[C@H](CO)N1C[C@H](C)[C@@H](CN(C)S(=O)(=O)c2ccc(Cl)cc2)Oc2ccc(NS(=O)(=O)c3ccccc3)cc2CC1=O	8	1.4	18	-9	6	0.1	-24	-10	-3
COc1ccc(N(C)C(=O)c2sc(Cl)nc2C)cc1	-14	0.8	16	-2	2	0.5	-6	-14	-7
Cc1noc(C)c1COC(=O)c1ccc(-c2nc3ccccc3s2)s1	3	0.7	15	-4	3	0.2	-19	-2	-9
O=c1cc(CO)oc(C(Nc2ccccn2)c2cccc(F)c2)c1O (configuration not stated)	-8	0.0	14	-2	0	0.4	0	5	-1
COc1cc(CN2C[C@@H](CO)O[C@@H](n3cnc4c(NC5CCCC5)ncnc43)C2)cc(OC)c1OC	9	.	3	1	1	0.6	.	0	.
COc1ccc(C2/C(=C(/O)c3cnn(-c4ccccc4)c3C)C(=O)C(=O)N2CCN(C)C)cc1OC (configuration not stated)	-11	.	0	-3	4	1.1	.	-20	.
O=C(Nc1nc2ccc(F)cc2s1)c1cccs1	-30	-1.2	-2	-1	6	0.3	-16	2	-5
C=CCOC(=O)CN1C(=O)c2ccccc2C1=O	-17	-0.8	17	0	3	1.5	-5	-2	-4
Cc1nnc(C)n1/N=C/c1cccc(Oc2ccccc2)c1	-15	3.4	-10	-7	5	0.2	-1	19	-4
COc1cccc(OCC(O)CN2CCC(Cc3ccccc3)CC2)c1 (configuration not stated)	0	4.5	14	-4	17	2.6	5	-16	-10

The listing continues.
SMILES	TAAR1 antagonist	V1aR counter	CHO-K1 Ca PAM	CHRM1 agonist	TAAR1 ag	M1 ag parental	CHO parental Ca	CHO-K1 Ca antag	OXTR potentiate
O=C(c1cnccn1)N(c1ccccc1)C1(C(=O)NC2CCCCC2)CCCCC1	-8	-1.4	12	-3	2	0.2	-26	-2	-2
Cc1ccc(C)n1-c1nnc(N2CCC(C(=O)NCCCN3CCN(C)CC3)CC2)s1	-20	1.0	1	-9	3	-0.1	0	-5	-7
Cc1ccc(N=CC=C2OC(C)(C)C(C)(C)O2)c(C)c1	-6	1.6	-6	-5	6	0.1	-15	2	-6
O=C1CC(c2cccs2)c2cc3c(cc2N1)OCCO3 (configuration not stated)	-12	2.2	-1	4	9	3.1	-9	-27	-2
CSc1ccc(CN(C)CC(=O)NCc2ccc(F)cc2)cc1	-13	-0.1	29	-4	3	1.9	-6	-18	-1
CCC(=O)c1cc(F)c(N2CCN(C(=O)c3ccco3)CC2)cc1C	14	6.2	-2	1	4	5.0	-5	14	-5
COc1ccc(Oc2cc(C)nc(Cl)n2)nn1	0	-0.1	12	-9	0	0.3	-2	22	-7
S=C(Nc1ccc(Oc2ccccc2)cc1)N1CCN(c2ccccn2)CC1	38	8.1	15	-7	5	8.2	-11	-3	-11
COc1ccc(CCN2CC(C(=O)NCc3cnn(C)c3)CCC2=O)cc1 (configuration not stated)	-29	.	-11	-2	4	0.2	.	-1	.
C[C@H]1CN([C@@H](C)CO)C(=O)c2cccc(NC(=O)c3cnccn3)c2O[C@@H]1CN(C)S(=O)(=O)c1ccc(F)cc1	.	0.7	22	-7	.	1.1	-19	-9	8
Cc1ccc2nc(CSc3nc(C)cc(C)c3C#N)[nH]c2c1	19	-1.3	-12	-12	5	1.0	-10	-12	-3
Cc1nnc(NC(=O)C2CCCCC2)s1	2	-0.5	15	-3	11	-0.1	-3	-12	-13
c1cnc2nc3c4ccccc4c4ccccc4c3nc2c1	-5	.	-14	3	1	-0.8	.	-1	.
Cc1ccc(OCC(O)CN2CCN(CC(O)COc3ccc(C)cc3Cl)CC2)c(Cl)c1 (configuration not stated)	-9	-0.4	13	-4	3	0.1	-18	-9	13*
C[C@@H]1CCCCCCCCC(=O)OCCN[C@H](C)CCCCCCCCC(=O)OCCN[C@H](C)CCCCCCCCC(=O)OCCN1	.	1.2	1	-14	.	-0.4	-30	-2	-9
Cc1c2cccn2cc[n+]1C	4	1.2	-4	-5	4	-0.3	14	5	-17
C[C@H](O)[C@@H]1CN2CCc3c([nH]c4ccccc34)[C@@H]2C[C@@H]1N(C)C(=O)Nc1cccc2ccccc12	-30	.	2	-6	3	0.6	.	14	.
COc1ccc(C2=NOC(C(=O)NCc3cccnc3)C2)cc1 (configuration not stated)	-7	3.5	-4	-6	4	2.1	-2	-13	2
CC(C)NC(=O)c1ccc(C(C)C)cc1	-2	0.8	-12	-5	0	0.5	-14	-16	-7
CN(C(=O)COC(=O)Cc1ccc(Cl)cc1)C1CCCCC1	-18	0.8	-26	5	-1	-0.6	-4	13	-9
COc1ccc(C(=O)N2CCN(c3ncccn3)CC2)cc1[N+](=O)[O-]	-8	0.5	-13	-2	1	-0.2	-8	8	-5
CC1CC(=O)N(c2ccc(NCc3ccccc3Cl)c([N+](=O)[O-])c2)C1=O (configuration not stated)	-3	12	6	-5	0	2.1	-16	-1	-8
COc1ccc(NC(=O)c2cc(-c3cc(Cl)ccc3OC)n[nH]2)c(OC)c1	54*	.	-11	6	2	2.9	.	10	.
O=C(Nc1ccc(Cl)cc1)Nc1ccccc1CC[N+](=O)[O-]	16	8.2	-14	0	20	9.8	-1	24*	-9
Cc1cc(C)n(CC(=O)N2c3ccccc3Sc3ccccc32)n1	6	8.8	-5	-6	16	1.2	-5	11	-10

Shown as a hit in OXTR potentiate, among the entries above:
Structure | CHRM1 agonist | OXTR potentiate
Cc1ccc(OCC(O)CN2CCN(CC(O)COc3ccc(C)cc3Cl)CC2)c(Cl)c1 (configuration not stated) | -4 | 13*

(continued)
SMILES	TAAR1 antagonist	V1aR counter	CHO-K1 Ca PAM	CHRM1 agonist	TAAR1 ag	M1 ag parental	CHO parental Ca	CHO-K1 Ca antag	OXTR potentiate
CCOC1=C2[C@@H](CN(S(=O)(=O)c3ccc(C)cc3)[C@H]2c2ccc(CC)cc2)[C@H]2C(=O)N(C)C(=O)[C@H]2C1	-25	.	17	-3	3	-0.1	.	6	.
COc1ccc(C(=O)Oc2cc3c4c(c2)C(C)=CC(C)(C)N4C(=O)C3=O)cc1OC	-10	0.1	24	-6	2	0.1	-16	-10	5
CCOCCCNC(=O)c1ccc2c(c1)N(Cc1ccccc1)C(=O)CS2=O (configuration not stated)	-31	0.2	5	-1	0	0.2	-19	-5	0
Cc1ccc(NC(=O)COC(=O)c2nn(C)cc2Cl)cc1	-20	0.1	13	-4	2	1.1	-6	-12	-1
C[C@H](CO)N1C[C@H](C)[C@H](CN(C)S(=O)(=O)c2ccc(Cl)cc2)OCc2cnnn2CCCC1=O	-1	.	7	-4	2	0.7	.	13	.
O=C(CN1CCN(Cc2ccccc2)CC1)NC(c1ccccc1)c1ccccc1	-5	6.5	14	-7	-1	0.5	-8	-9	-6
CCCn1c(N)c(N(CCOC)C(=O)c2ccccc2)c(=O)[nH]c1=O	-4	0.6	-7	-2	1	0.8	1	-9	-5
Nc1ccc2c3c(ccc([N+](=O)[O-])c13)CC2	-4	.	9	-8	-2	-0.9	.	-1	.
O=C(c1ccc(Cl)nc1)N1CCN(C/C=C/c2ccccc2)CC1	-1	2.4	9	-5	0	1.8	-10	-14	-7
COc1cc(NCCCn2ccc(NC(=O)OCc3ccccc3)nc2=O)cc(OC)c1OC	-34	.	0	-5	6	0.3	.	-15	.
Nc1cnccc1Oc1cccc(C(F)(F)F)c1	-8	-0.3	-18	-3	12	0.6	7	6	0
O=C(NCc1ccc2c(c1)OCO2)c1cc(-c2ccccc2)c(N2CCOCC2)s1	.	0.2	20	-5	.	0.8	-14	-11	-6
CC(C)C(=O)NNC(=O)CSc1nnc(-c2ccccc2)c(-c2ccccc2)n1	-6	0.1	-1	-2	5	-0.2	-11	-2	-6
CCN(CC)CCn1c(=N)n(CC(O)c2ccco2)c2ccccc21 (configuration not stated)	-14	0.1	19	-10	5	-0.2	9	6	-1
O=C(c1ccc2c(=O)n(Cc3ccc4c(c3)OCO4)c(=S)[nH]c2c1)N1CCCCC1	8	0.4	15	-3	2	0.7	-13	-1	-8
CCC1CCCCN1CC(=O)Nc1ccc2c(c1)OCCO2 (configuration not stated)	-9	0.6	-5	-8	1	0.2	-5	-3	-4
Cc1ccc(C(C)C)c(O)c1	-16	0.6	11	1	-1	-0.1	0	1	-1
